# Compound activity: PubChem BioAssay, several laboratories
# Cardio protect – myocardial damage modulation in H9c2 cells; hit rate 0.63% among 360,000; AID 588492; H9c2 cardiomyocytes, H2O2 injury protection, ATPLite, 2 h; protection from H2O2 cell death, % at 20 µM;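 active means compounds giving at least 50% protection of heart cells from peroxide-induced death in the single-dose screen, raw or plate-pattern-corrected value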;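 further: 0% = DMSO wells with peroxide and 100% = DMSO wells without peroxide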
# SRC2 inh – human SRC2 (NCOA2) inhibition | Q15596 | HEK293 GAL4-SRC2 luciferase reporter, luminescence | inhibition, % at 9 µM | hit rate 0.17% among 370,000;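 active means inhibition above the mean inhibition of all tested compounds plus 3 SD, set per campaign, cut at about 52% in these data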;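 further: 0% = DMSO treated cells and 100% = cells given Gossypol at 36 µM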
# MC4R antag cAMP – human MC4R antagonism in cAMP assay; P32245; MC4R-expressing cells, MTII-stimulated cAMP, LANCE TR-FRET; inhibition, % at 6.5 µM; hit rate 0.48% among 360,000; AID 540295;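 active means inhibition above its plate's cutoff, the mean of tested wells on that plate plus 3 SD, cut at about 29% in these data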;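 further: 0% = Melanotan II alone and 100% = Melanotan II plus saturating MCL0020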
#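 System – human MC4R-expressing U2OS cells · Also added – Melanotan II · Dosing – one concentration, 6.5 µM nominal · Timing – 30-min compound, 1-h challenge, 1-h detection, room temperature · Measured by – Eu-cAMP/anti-cAMP TR-FRET, emission 671 nm · Replicates – singlicate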
# ABHD5-PLIN5 inh – inhibitors of human ABHD5-perilipin-5 interaction; Q00G26+Q8WTS1; AID 602281; hit rate 0.78% among 360,000; inhibition, % at 4 µM; Split G. princeps luciferase complementation, luminescence, 4 h;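 active means inhibition above the mean inhibition across every tested compound plus 3 SD, cut at about 22% in these data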;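 further: 0% = DMSO only wells and the 100% control is not disclosed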
# Target sequence (Q00G26 whole entry, looked up): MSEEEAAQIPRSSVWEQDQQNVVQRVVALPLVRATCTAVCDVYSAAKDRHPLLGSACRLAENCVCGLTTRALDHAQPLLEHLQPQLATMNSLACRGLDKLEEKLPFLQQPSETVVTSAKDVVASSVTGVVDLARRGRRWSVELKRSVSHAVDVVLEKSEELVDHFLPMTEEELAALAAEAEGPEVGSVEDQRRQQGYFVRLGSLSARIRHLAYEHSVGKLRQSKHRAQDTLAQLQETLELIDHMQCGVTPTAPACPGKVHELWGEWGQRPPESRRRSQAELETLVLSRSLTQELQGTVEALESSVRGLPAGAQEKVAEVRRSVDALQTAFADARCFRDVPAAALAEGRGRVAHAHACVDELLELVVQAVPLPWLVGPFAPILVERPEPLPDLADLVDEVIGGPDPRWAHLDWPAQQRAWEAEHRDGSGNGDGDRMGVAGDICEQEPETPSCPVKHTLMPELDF
# Target sequence (Q8WTS1 whole entry, looked up): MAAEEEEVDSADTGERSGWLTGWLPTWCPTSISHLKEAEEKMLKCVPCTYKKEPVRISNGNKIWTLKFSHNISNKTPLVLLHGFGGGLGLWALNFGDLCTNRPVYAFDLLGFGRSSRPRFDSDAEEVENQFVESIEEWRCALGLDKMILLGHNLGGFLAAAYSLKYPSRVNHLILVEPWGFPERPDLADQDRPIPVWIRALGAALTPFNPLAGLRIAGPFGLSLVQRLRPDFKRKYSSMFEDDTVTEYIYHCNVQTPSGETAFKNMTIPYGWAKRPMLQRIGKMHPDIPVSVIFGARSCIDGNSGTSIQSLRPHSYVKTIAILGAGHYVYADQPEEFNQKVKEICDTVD
# ABCB6 inh 2 – blocks the human ABCB6 transporter; Q9NP58; K562-ABCB6 porphyrin accumulation, flow cytometry, 1 h; stronger effect = lower value; fluorescence ratio to DMSO, % at 10 µM; hit rate 0.19% among 360,000; AID 602162;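 active means fluorescence ratio to DMSO below 75%, the collection mean minus 3 SD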;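 further: signal is porphyrin accumulated inside mitochondria; 100% equals median channel fluorescence of DMSO control wells; lower ratio means ABCB6 inhibition with less porphyrin fluorescence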
# N-glyco inh – N-linked glycosylation inhibition; D54 ERlucT glycosylation luciferase reporter, 24 h; percent of 100 nM tunicamycin response; reporter increase, % at 12.5 µM; hit rate 0.23% among 360,000; AID 588692;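 active means mean luciferase reporter signal, scaled so untreated is 0 and the glycosylation-blocking control 100, at or above a set limit in every replicate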;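 further: luciferase carries N-glycosylation sites so blocking glycosylation raises the light; 0% = median of neutral control wells and 100% = median of 100 nM tunicamycin wells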
# NOD2 RIPK2 PPI – blocks binding of human NOD2 to RIPK2. AID 624267. CHO BLA complementation NOD2-RIPK2, CCF4 ratio. hit rate 0.38% among 360,000. O43353. inhibition, % at 4.98 µM; in the data active means inhibition above about 21%;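 further: 0% = vehicle only and 100% = reference blocker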
# MC4R barr agon – agonists of human melanocortin 4 receptor (MC4R) beta-arrestin | P32245 | U2OS MC4R beta-arrestin complementation, luminescence; percent of melanotan II response, DMSO zero | activation, % at 8.9 µM | hit rate 0.98% among 360,000 | AID 540308;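 active means activation above a per-plate cutoff, the mean activation of sample wells on that plate plus 3 SD, cut at about 8% in these data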
# TLR9-MyD88 block – inhibitors of human TLR9-MyD88 binding; Q9NR96+Q99836; CHO BLA complementation TLR9-MyD88, CCF4 FRET ratio; inhibition, % at 4.98 µM; hit rate 0.21% among 340,000; AID 504734;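 active means inhibition above the mean over all tested compounds plus 3 SD, cut at about 21% in these data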;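 further: 0% = DMSO only wells and 100% = clavulanate BLA inhibitor control wells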
# m5-HT2A agonist – activates the mouse 5-HT2A serotonin receptor; P35363; CHO-K1 mHTR2A beta-arrestin complementation, luminescence; percent of 30 µM serotonin response; activation, % at 7.6 µM; hit rate 0.66% among 360,000; AID 624169;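 active means activation above a run cutoff, the mean activation of all tested compounds plus 3 SD, cut at about 14% in these data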;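 further: 0% = plate median of compound wells and 100% = 30 µM serotonin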
# * marks the source's active call; other numbers are inactive results; x = no result given.
SMILES,Cardio protect,SRC2 inh,MC4R antag cAMP,ABHD5-PLIN5 inh,ABCB6 inh 2,N-glyco inh,NOD2 RIPK2 PPI,MC4R barr agon,TLR9-MyD88 block,m5-HT2A agonist
CCN(CC)CCCNC(=O)CCC(=O)Nc1ccc2nc(N3CCCCC3)cc(C)c2c1,2,-69,-4,1,99,0,2,-2.4,-1,3
C/C(=N\OCC(=O)Nc1c(C)cc(C)cc1C)c1ccc2c(c1)OCCO2,0,-22,11,-1,97,-1,9,-1.8,2,-3
Cc1ccc(N2CCN(C(=O)c3cccs3)CC2)c(C)c1,-5,1,0,-4,101,2,0,-2.2,0,-4
CCOc1ccccc1-n1c(SCC(=O)N(CC)CC)nnc1-c1ccccn1,-2,7,4,0,116,0,-2,-2.3,-5,1
Cc1ccc(C23CC4CC(CC(C(=O)NC(C)C(N)=O)(C4)C2)C3)cc1 (configuration not stated),-3,8,7,-8,101,0,-12,-3.4,-17,7
COc1cccc(-c2nc(CS(=O)(=O)CC(=O)NCCCN3CCOCC3)c(C)o2)c1,-2,8,8,0,100,2,-4,-2.5,11,6
O=C(O)C1CC(=O)N(Cc2cccs2)C1 (configuration not stated),1,-8,2,-3,100,-1,-17,0.3,2,3
c1ccc(CSC2=NNC(c3ccccn3)S2)cc1 (configuration not stated),46,-21,15,-9,91,7,1,-0.1,-3,-1
CC(C)Oc1cc(F)ccc1-c1cc(C(=O)NCc2cccnc2)[nH]n1,2,17,6,2,99,0,3,0.3,x,-7
C[C@H]1C(=O)N(C)CCN1Cc1cn(C)nc1-c1ccc(Oc2ccccc2)cc1,-4,-17,2,-5,99,0,-3,-0.7,0,-2
CC(C)C(=O)NC(=S)Nc1nnn(C)n1,-7,-4,1,2,106,-1,-11,-1.0,10,2
CCOc1cc(C)c(Cl)cc1S(=O)(=O)n1nnc2ccccc21,2,25,6,7,95,1,-9,-1.6,-4,0
O=C(COc1ccc(Cl)cc1)NCCNC(=O)c1cnccn1,-2,-8,-6,4,99,0,-3,1.7,15,-7
CN(C)S(=O)(=O)c1ccc(NC(=S)NC(=O)c2cccs2)cc1,2,6,-6,-2,99,-2,-1,0.6,x,2
CC(/C=C/c1ccc(O)cc1)=NNc1ccccc1,-1,-19,-3,-5,99,-1,0,1.2,-3,-5
O=C1c2ccccc2C(=O)N1CCCn1c2ccc(Cl)cc2c2nc3ccccc3nc21,3,-18,4,4,97,3,4,0.7,8,1
CCOc1ccc(S(=O)(=O)Nc2ccc3c(c2)OCO3)cc1,-15,23,2,-5,102,-1,-2,-1.4,6,4
Brc1ccccc1-c1nnc(CSc2nnc3sc4ccccc4n23)o1,7,-31,-2,-2,99,-2,-8,1.1,-5,1
CC(C)C[C@H]1CNC(=S)N1C[C@H]1CCCN1C[C@H](Cc1ccccc1)N1C[C@H](Cc2ccc(O)cc2)N(CCc2ccccc2)C1=S,-4,-12,x,10,102,-13,-4,x,x,0
O=C(NCC(c1ccco1)N1CCN(c2ccccc2F)CC1)c1ccc2c(c1)OCO2 (configuration not stated),-2,3,-5,-8,100,-2,7,-2.3,-8,-4
Cc1ccc(NC(=O)COc2ncnc3ccccc23)cc1S(=O)(=O)N1CCOCC1,4,-1,8,-4,101,-2,0,0.8,7,-1
CC1CCCC(NC(=O)CSc2cccc[n+]2[O-])C1C (configuration not stated),6,-11,6,-8,99,-1,-7,-0.3,1,-4
CC(C)(C)c1ccccc1NC(=O)N1CCNC(=O)C1CC(=O)Nc1ccc(F)cc1 (configuration not stated),-2,-4,25,3,104,3,0,-0.3,-15,-7
C=CCNc1oc(-c2cccs2)nc1C#N,-4,-22,-8,1,89,-1,-5,-0.8,-2,3
Cn1ccnc1C(=O)c1ccc(N)cc1,-3,-11,6,5,95,-1,-8,-0.2,-2,3

# More results:
SMILES,Cardio protect,SRC2 inh,MC4R antag cAMP,ABHD5-PLIN5 inh,ABCB6 inh 2,N-glyco inh,NOD2 RIPK2 PPI,MC4R barr agon,TLR9-MyD88 block,m5-HT2A agonist
COCC(=O)c1[nH]c2ccccc2c1C,-11,1,-1,6,92,-1,-17,0.2,8,1
O=C1CCCc2nc3c(cc21)C(O)Oc1ccccc1-3 (configuration not stated),-3,18,16,-1,104,-2,2,1.2,1,9
CCOc1cc(S(=O)(=O)Nc2ccc(Cl)cn2)ccc1Cl,-8,-13,-3,-1,100,2,-13,-1.5,-5,2
CCCN(CC(=O)Nc1ccccc1C)C(=O)c1ccc(S(=O)(=O)N2CCCCC2)cc1,-4,25,13,-2,108,2,-10,-0.4,-4,-6
O=C(CN1C(=O)CC(c2ccccc2)S(=O)(=O)c2ccccc21)N1CCCC1 (configuration not stated),2,-6,8,-1,95,1,-5,-3.2,-19,-2
CC1CC(Nc2ccccc2)=CC(=O)O1 (configuration not stated),4,-10,-1,5,94,-1,-8,0.2,-4,0
CCOc1ccc(OCCCCN2CCCC2)cc1,4,6,3,0,98,1,-11,-1.4,-5,-2
Cc1csc(NC(=O)CSc2nncc(=O)n2N)n1,7,5,8,0,93,4,3,-2.0,1,-2
COc1ccc(S(=O)(=O)N2CCC(C(=O)N[C@@H](C)C(=O)NCc3ccccc3OC)CC2)cc1,2,-24,0,-8,96,2,4,-0.5,-13,8
CCN(c1ccccc1)S(=O)(=O)c1ccc(Cl)c(C(=O)NC2CCN(Cc3ccccc3)CC2)c1,4,32,6,5,96,-2,-4,-1.1,1,-6
CSc1ccccc1NC(=O)C(C)N(C)CC(=O)N1CCN(Cc2ccccc2)CC1 (configuration not stated),1,-5,1,-3,100,4,-10,0.7,-5,3
CCN(CC)C(=O)CSc1nc(O)c(Cc2ccc(OC)cc2)c(=O)[nH]1,1,1,1,3,98,0,4,2.2,-9,3
CCOc1ccc2nc(N3CCCC(C(=O)NCCCN4CCCCC4)C3)sc2c1 (configuration not stated),-3,-25,8,1,98,-1,2,-3.0,8,-5
O=C(CCc1nnc(Cc2cccc(C(F)(F)F)c2)o1)NCCc1ccccc1F,-3,-34,4,0,97,0,3,-0.8,8,-4
C/C(=N/O)c1ccccn1,3,-25,8,-8,103,2,-17,-0.5,-8,4
CCN(C(=O)COC(=O)C1CCN(S(=O)(=O)c2ccc(C)c(C)c2)CC1)C1CCS(=O)(=O)C1 (configuration not stated),-3,2,13,2,104,-2,-1,-0.1,1,6
COc1cccc(C(=O)O/N=C(\N)c2ccccn2)c1,-23,3,-4,-5,103,-17,1,-1.6,-6,4
Cc1ccc(-c2nc(S(=O)(=O)c3ccc(C)cc3)c(N3CCOCC3)o2)cc1,-5,-7,16,-3,101,4,-1,1.2,3,7
COc1ccc(N2CCN(C(=O)c3ccc(F)cc3)CC2)c([N+](=O)[O-])c1,-5,-13,3,-2,95,0,0,-4.2,1,2
Cc1cc2c(sc3c(C)ccc(C)c32)c(C)n1,6,0,5,-2,98,3,-1,-0.6,-3,2
Nc1ccccc1SCC(O)Cn1ccc2ccccc21 (configuration not stated),-2,x,5,11,96,4,3,0.1,16,-1
Cc1nn(C)c(C)c1CNC(=O)Nc1cccc(Cl)c1C,4,-35,1,2,95,0,-2,-1.2,0,2
CC1CCN(S(=O)(=O)c2ccc3c(c2)N(C)C(=O)CC(=O)N3C)CC1,-12,5,17,-2,101,1,-4,0.8,-3,-1
COc1cccc(CNC(=O)c2n[nH]c3ccccc23)c1,-12,-3,4,2,99,2,4,-1.5,4,-3
CCOC(=O)C1=C(C)N(C)C(C)=C(C(=O)OCC)C1c1ccncc1,2,0,2,-1,87,6,9,-2.0,-7,2

# Results in m5-HT2A agonist and NOD2 RIPK2 PPI (4 entries from above):
structure | m5-HT2A agonist | NOD2 RIPK2 PPI
Nc1ccccc1SCC(O)Cn1ccc2ccccc21 (configuration not stated) | -1 | 3
Cc1nn(C)c(C)c1CNC(=O)Nc1cccc(Cl)c1C | 2 | -2
CC1CCN(S(=O)(=O)c2ccc3c(c2)N(C)C(=O)CC(=O)N3C)CC1 | -1 | -4
COc1cccc(CNC(=O)c2n[nH]c3ccccc23)c1 | -3 | 4

# Continuation:
SMILES,Cardio protect,SRC2 inh,MC4R antag cAMP,ABHD5-PLIN5 inh,ABCB6 inh 2,N-glyco inh,NOD2 RIPK2 PPI,MC4R barr agon,TLR9-MyD88 block,m5-HT2A agonist
NC(=O)c1ccc(NC(=O)COC(=O)c2ccccc2Nc2ccccc2)cc1,3,-2,2,2,93,1,7,-3.4,3,1
CNc1cccc(-c2ccc(C(C)=O)s2)n1,3,-62,-4,-3,99,3,7,0.2,x,-2
CC(C)(C)NC(=O)NC(=O)COC(=O)C1CC(=O)N(Cc2ccccc2)C1 (configuration not stated),4,-3,0,-1,112,0,-4,-1.2,-14,7
Cc1cc(NC(=O)/C=C/c2ccc(F)cc2)n(-c2nc3ccccc3[nH]2)n1,-22,-18,-5,0,93,1,-19,1.6,-6,3
CCN(CC)CCNC(=O)c1ccc(NC(=O)c2cccc(S(=O)(=O)Nc3ccc(C)cc3)c2)cc1,2,8,0,9,93,-3,-6,-3.2,-6,-6
O=C(Nc1nc(-c2cc3ccccc3oc2=O)cs1)c1ccco1,20,-7,3,5,94,2,-10,4.2,2,7
CCCCN(C(=O)c1ccc2c(c1)OCO2)C1CCS(=O)(=O)C1 (configuration not stated),2,10,12,-3,102,0,-12,-0.5,-4,7
CCc1cc(=O)oc2cc(OC3CCCCC3=O)ccc12 (configuration not stated),-1,1,3,3,100,2,-5,-1.6,9,5
CCOc1ccc(NC(=O)c2ccc(F)c(S(=O)(=O)N3CCCC3)c2)cc1,-4,-17,8,-3,98,-5,3,0.4,-41,6
C[n+]1ccccc1/C=C/c1c(F)cccc1F,10,6,3,2,91,-1,-11,-0.9,-8,-4
O=C(NNC(=O)C1CCCN(S(=O)(=O)c2cccc(F)c2)C1)C1CC1 (configuration not stated),7,-10,6,-7,91,3,-13,-1.8,14,-4
O=[N+]([O-])c1ccccc1C=NNc1ccccc1,-12,-64,3,-10,101,-8,-10,3.0,-1,-3
CC(C)c1ccc(NC(=O)Cn2c(=O)oc3ccccc32)cc1,-10,-19,2,-5,92,-1,-5,1.7,0,12
O=C(NCc1nnc(SCC(=O)N2CCOCC2)o1)c1ccccc1,1,-5,1,3,98,-2,-7,3.3,14,5
C=CCn1c(-c2ccccn2)n[nH]c1=S,-2,4,x,-9,97,-1,-4,x,x,3
CCCC(=O)N(Cc1cc(=O)[nH]c2ccccc12)c1ccccc1C,2,2,9,0,97,2,-15,-1.4,-14,0
Cn1c2ccccc2c2c(C(=O)NCCCN3CCCC3=O)cn(C3CCCCC3)c(=O)c21,22,-14,6,-1,93,-1,-3,0.8,-3,0
Clc1ccc(CN2CCSCC2)c(Cl)c1,-9,4,6,4,102,1,-2,0.8,3,3

# Some of the compounds tested; count on the stated rates, not on these rows.
